# Yfh1-off respiration – enhancers of respiration in Yfh1-depleted yeast, dose response, Friedreich's ataxia, plus single-dose screen (AID 1465); S. cerevisiae Yfh1-off respiration, WST-1 reduction, 72 h; higher fold induction means a stronger effect; fold induction at 50 µM, or EC50 in µM where a hit was titrated; 0.074% of 220,000 active;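 active means fold induction of absorbance versus untreated yeast above a set limit, then at least 30% activation at any dose in follow-up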;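 further: activators that raise dye reduction in frataxin-depleted yeast; strong numbers were not always called active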
# AID2073 – inhibitors of Mint1-CaV2.2 protein interaction, biochemical, HTRF (AID 2073) | Voltage-dependent N-type calcium channel subunit alpha-1B (Homo sapiens) | HTRF protein-protein interaction, Mint1-CaV2.2; higher % means a stronger effect | one-dose inhibition, % at 20 µM; IC50 in µM for titrated hits | 0.19% of 290,000 active; in the data active means inhibition mostly above about 51%, no sharp cut-off; further: some results filed as inactive read as strong as hits
# WT yeast gro inh – growth inhibition of WT strain, primary screen, mitochondrial fusion inhibitor project, WT and mutant strains, chemical genetic. mitochondrial fusion phenotypic screen. inhibition, % at 10 µM. 2.1% of 190,000 active. AID 1362, 2008; in the data active means inhibition above about 58%; tested in S. cerevisiae
# Dynein transport – inhibitors of GR-EGFP nuclear translocation, primary screen, dynein cargo transport inhibitor project, imaging, high-content, 3617.4 mouse cells; AID 1381, 2008; 0.47% of 220,000 active; z-score, hits read low; test concentration mostly 20 µM; stimulated with dexamethasone, 1 µM; hits give low values;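 active means plate z-score of nuclear minus cytoplasmic receptor signal below a set negative limit, without overly bright fluorescence or cell loss, cut at about -3.5 in these data, passing the limit was not always enough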;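 further: z-score of nuclear minus cytoplasmic ring GR-EGFP intensity difference per well; some compounds called inactive have numbers as strong as hits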
#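 Buffer or medium: Induction medium lacking tetracycline, stripped serum | Also added: Dexamethasone agonist, 1.0 µM final, for 30 min | Timing: 48 h induction, 1 h compound, 30 min dex at 37 °C | Detection: Formaldehyde fixation, Hoechst nuclear stain, 10x automated fluorescence imaging | Measure: Nuclear versus cytoplasmic GR-EGFP signal, averaged per well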
# HIV fusion peptide – inhibitors of HIV fusion peptide binding, primary screen, biochemical, uHTS, fluorescence dequenching (AID 1986); cell-free peptide binding, fluorescence dequenching, 30 min; higher % means a stronger effect; inhibition, % at 20 µM; hits with a dose series show IC50 in µM; 0.3% of 290,000 active; in the data active means inhibition mostly above about 52%, no sharp cut-off; inactive means mostly below about 76%; further: some results filed as inactive read as strong as hits
# Ins promoter up – insulin promoter activators in MIN6 cells, imaging, high-content screening, mouse beta cells; MIN6 insulin promoter-GFP reporter; hits give high values; z-score at 5 µM; 0.3% of 190,000 active;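 active means z-score above 3 at 5 µM with at least 500 cells counted in the well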
# b-catenin transl – modulators of beta-catenin nuclear translocation, primary screen, imaging, HeLa cells, immunofluorescence, high-content; nuclear translocation activity, % at 5 µM; 0.3% of 190,000 active; AID 1665, 2009;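 active means nuclear translocation activity above 50% at 5 µM, with a well cell count of 50 or more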;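 further: per-cell ratio of nuclear to cytoplasmic median beta-catenin stain intensity; plate controls were DMSO negative control for no effect and GSK-3 inhibitor IX positive control for full effect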
#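 Technique: fluorescence imaging of beta-catenin antibody stain plus DAPI / Material: human HeLa cell line / Incubation: compound treatment 24 h, 37°C, 5% CO2 / Read-out basis: % activation of per-cell nuclear versus cytoplasmic median beta-catenin signal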
# MT stabilize HCS – microtubule stabilizers in HeLa cells, primary screen, imaging, high-content imaging; 0.83% of 200,000 active; % tubulin-high responders, % at 10 µM; HeLa tubulin immunostaining HCS, 24 h; share of cells brighter than vehicle mean+2SD; AID 2205, 2009;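 active means plate Z-score above 3 for both tubulin-high and condensed-nucleus cell shares, with cell loss under 80%, at 10 µM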;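 further: anti alpha tubulin signal scored within the nucleus-defined area of each cell; some results filed as inactive read as strong as hits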
# Autophagy HCS – autophagy modulators in MEF cells, primary screen, imaging, high-content, MEF GFP-LC3; MEF GFP-LC3 puncta imaging; test concentration mostly 10 µM; calls only at 10 µM (by protocol); 0.98% of 190,000 active; AID 463193, 2010;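 active means percentage of spot-positive cells more than 3 SD above its plate mean, without a fluorescence outlier flag or 80% toxicity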;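 further: spot-positive cell cutoff set from DMSO-treated cells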
# WT yeast gro inh mutant strain – also measured in WT yeast gro inh; calls as there; inhibition, %; mitochondrial fusion phenotypic screen, mutant strain inhibition
# Dynein transport cytoplasmic EGFP – also measured in Dynein transport; calls as there; z-score; measured here: cytoplasmic GR-EGFP intensity; hits give high values
# Dynein transport nuclear GR-EGFP – second read-out of Dynein transport, no call of its own (marks repeat the call); z-score; measured here: nuclear GR-EGFP intensity;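 lower value marks the stronger effect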
# Dynein transport cell count – further read-out of Dynein transport, marked with its call; z-score; measured here: cell count per field
# Ins promoter up cell count – further read-out of Ins promoter up, marked with its call; cell count; measured here: cytotoxicity, nuclei count;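 total cells summed across four imaged fields per well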
# b-catenin transl cell count 5 µM – recorded beside b-catenin transl, whose call it bears; cell count; measured here: cell count, cytotoxicity flag
# MT stabilize HCS Hoechst-high % – further read-out of MT stabilize HCS, marked with its call; % Hoechst-high responders; measured here: nuclear condensation Hoechst responders;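 share of cells brighter than vehicle mean plus two SD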
# MT stabilize HCS cytotoxicity % – recorded beside MT stabilize HCS, whose call it bears; toxicity, %; measured here: cytotoxicity by cell density;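 0% = mean cell density of plate MIN control wells and 100% = no cells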
# Autophagy HCS cell loss 18 h – second read-out of Autophagy HCS, no call of its own (marks repeat the call); toxicity, %; measured here: cell loss, nuclei count;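 cell loss after 18 h compound exposure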
# Active calls of the source: *; i = inactive; nt = no result given.
SMILES,Yfh1-off respiration,AID2073,WT yeast gro inh,WT yeast gro inh mutant strain,Dynein transport,Dynein transport cytoplasmic EGFP,Dynein transport nuclear GR-EGFP,Dynein transport cell count,HIV fusion peptide,Ins promoter up,Ins promoter up cell count,b-catenin transl,b-catenin transl cell count 5 µM,MT stabilize HCS,MT stabilize HCS Hoechst-high %,MT stabilize HCS cytotoxicity %,Autophagy HCS,Autophagy HCS cell loss 18 h
COP(=O)(OC)c1nc(-c2cccc3ccccc23)oc1NCCc1ccccc1,i,14%,2,13,0.023,-0.31,-0.43,0.6,-0.9%,0.32,1234,nt,nt,2.4,3.8,11,i,-10
Cc1cccc(S(=O)(=O)c2c(N)n(/N=C/c3ccco3)c3nc4ccccc4nc23)c1,i,33%,3,5,0.11,-0.078,0.74,-1.7,-0.8%,-3.7,906,2.3,1181,5.1,3.2,10,i,1
CCOc1ccc(-c2csc(/C(C#N)=C\c3ccc(O)c([N+](=O)[O-])c3)n2)cc1,i,45%,31,-8,-0.5,-0.28,-0.5,0.94,56%,-1.6,692,1.3,925,3.6,2.7,9.3,i,-12
O=C(O)c1ccc(-n2ccnc2)c([N+](=O)[O-])c1,i,-1%,-15,-9,-0.36,-0.007,-0.42,0.33,4.0%,nt,nt,0.1,915,5.0,2.7,3.4,i,19
O=C(NNC(=O)c1ccccc1O)c1ccc(Cl)cc1,i,41%,0,-7,-0.55,-0.15,-0.46,-0.61,13%,nt,nt,nt,nt,3.0,1.4,3.2,i,15
Cc1ccc(N=c2oc3cc(O)ccc3cc2C(N)=O)cc1,i,41%,-5,5,-0.28,-0.24,0.03,0.76,-1.7%,2.5,1543,3.1,1315,3.2,1.1,9.8,i,16
Cn1c(=O)c2c(nc(CN3CCN(c4ccccc4)CC3)n2Cc2ccccc2F)n(C)c1=O,nt,3%,nt,nt,nt,nt,nt,nt,-2.4%,-1.1,1053,-3.8,959,nt,nt,nt,nt,nt
COc1ccc(/C=N/Nc2nc(-c3ccc(Cl)cc3)cc(C(F)(F)F)n2)c(OC)c1,i,0%,-13,-21,-0.63,-0.27,-0.61,0.67,0.7%,-0.22,1065,-4.7,590,1.1,3.0,2.9,i,-3
CC(=O)Nc1ccc(Oc2ccc(-c3noc(C)n3)cc2)cc1,i,-5%,-15,-2,-0.11,-0.065,-0.1,0.27,-1.5%,1.3,1252,-4.9,1187,1.3,1.6,9.1,i,2
CN(C)CC(=O)N1c2ccccc2CCc2ccc(NC(=O)c3ccc(N)cc3)cc21,i,3%,3,17,1.6,-0.17,1.4,-2.8,-2.1%,-0.62,1719,0.9,915,3.4,1.3,6.0,i,11
COc1cc2c(cc1OC)C(C)N(C(=O)c1cc3n(n1)C(C(F)(F)F)CC(c1ccco1)N3)CC2 (stereo not drawn),i,14%,-2,-1,-2,0.8,-0.67,-0.099,24%,-0.64,927,2.0,1050,2.3,2.0,12,i,-10
Cc1ccc(C)c2c1[nH]c1ccccc12,i,0%,-12,-13,-0.74,-0.092,-0.53,0.71,4.5%,nt,nt,-18,1276,2.5,1.9,3.7,i,1
CC1CC(=O)C2=C(C1)Nc1ncnn1C2c1ccccc1 (stereo not drawn),i,4%,-4,6,-0.47,-0.43,0.06,-0.1,-2.5%,-0.32,960,-2.7,1041,3.0,1.1,9.2,i,6
O=C(NCCOCC(F)(F)C(F)F)c1cc(F)c(F)cc1Cl,i,4%,-8,-9,1.2,-0.17,0.46,-0.29,0.7%,nt,nt,nt,nt,3.2,1.7,4.6,i,3
N/C(=N\OC(=O)N1c2ccccc2Sc2ccccc21)c1ccc(Br)cc1,i,-4%,29,20,-0.38,-0.25,-0.51,0.75,-1.1%,-1.2,1065,2.1,529,2.6,4.9,5.6,i,5
CCOc1ccc(-n2c(=S)sc3c(=O)[nH]c(SCC(=O)NCC4CCCO4)nc32)cc1 (stereo not drawn),i,-8%,0,-2,-0.77,-0.25,0.36,0.023,7.8%,0.4,1343,-1.1,569,3.9,2.4,9.7,i,7
COc1ccc(S(=O)(=O)NCC(=O)N(CC(=O)NCC2CCCO2)c2cc(C)ccc2C)cc1 (stereo not drawn),i,30%,-2,2,-0.34,-0.21,0.12,0.87,-0.1%,-0.74,908,-2.5,1176,1.7,1.4,11,i,-3
COc1cccc(-c2cc(C(F)(F)F)nc(-n3ccc([N+](=O)[O-])n3)n2)c1,i,13%,-3,5,-0.2,-0.38,-0.57,0.24,-0.3%,-1.2,1304,-0.4,1091,2.2,2.0,7.0,i,-10
Cc1ccc(C(=O)OCC(=O)NCc2cccs2)cc1S(=O)(=O)N1CCOCC1,i,-4%,24,8,-1.6,0.32,-0.77,0.89,-0.9%,0.51,1053,-2.4,1169,1.3,2.3,5.2,i,4
O=C(Cc1ccccc1)Nc1ccc2c(c1)C(=O)N(CC1CCCO1)C2=O (stereo not drawn),i,22%,-14,-9,0.11,-0.28,0.21,0.26,-1.1%,0.66,1593,-2.0,1073,0.5,1.7,7.5,i,-27
Cc1ccc(NC(=O)Cn2cnc3c(nnn3Cc3ccc(F)cc3)c2=O)cc1,i,38%,-5,2,0.39,-0.21,0.22,-0.14,-0.6%,0.67,1568,-3.7,1119,5.9,1.0,6.1,i,23
Cc1cc(C)n(-c2ccc(C(=O)OCC(=O)c3c(N)n(C)c(=O)n(C)c3=O)cc2)n1,i,0%,1,-3,-0.9,-0.11,-0.096,0.41,-0.2%,-0.38,1120,-6.9,952,2.5,1.5,8.0,i,-7
O=C(c1cc(F)c(F)cc1Cl)N1CCCCC1,i,4%,2,-6,-0.11,-0.2,0.14,0.093,1.1%,-0.01,913,-3.8,1187,6.1,3.2,5.7,i,2
O=c1[nH]c(CN2CCN(CCO)CC2)nc2ccccc12,i,9%,-5,14,0.14,-0.098,0.31,-0.74,3.1%,0,1186,-1.2,1198,0.9,2.1,3.5,i,-2
COC(CN(C)C(C(=O)NC1CCCCC1)c1ccccc1)OC (stereo not drawn),i,1%,-10,-4,0.54,-0.24,0.3,-0.32,-0.9%,0.4,1313,-1.6,1095,1.3,1.3,3.8,i,42
# Carrying on.
SMILES,Yfh1-off respiration,AID2073,WT yeast gro inh,WT yeast gro inh mutant strain,Dynein transport,Dynein transport cytoplasmic EGFP,Dynein transport nuclear GR-EGFP,Dynein transport cell count,HIV fusion peptide,Ins promoter up,Ins promoter up cell count,b-catenin transl,b-catenin transl cell count 5 µM,MT stabilize HCS,MT stabilize HCS Hoechst-high %,MT stabilize HCS cytotoxicity %,Autophagy HCS,Autophagy HCS cell loss 18 h
OCCC1CN(Cc2ccc(C(F)(F)F)cc2)CCN1Cc1ccccc1 (stereo not drawn),i,-11%,-19,-20,-0.097,-0.0084,0.29,0.058,-1.5%,0.03,1403,-0.8,1013,nt,nt,nt,i,-13
O=C(NNC(=O)c1ccc(Oc2cc(Cl)cc(Cl)c2)o1)c1ccccc1,i,-10%,nt,nt,-0.87,-0.27,-0.82,1.4,-2.1%,1.5,1394,-0.2,915,nt,nt,nt,nt,nt
CCN(CC(=O)Nc1c(F)cccc1F)C(=O)CCc1c[nH]c2ccccc12,i,-1%,-11,7,0.081,-0.14,0.16,0.34,0.1%,0.86,1668,-2.7,1081,4.1,1.9,4.3,i,-22
CC1CC(C)(C)NC(=S)N1CC(=O)NCc1ccccc1Cl (stereo not drawn),i,-27%,-5,11,1.5,-0.25,1.1,-1.3,1.4%,-0.84,1478,-0.9,1081,2.3,1.9,1.0,i,-6
CC(C)(CN1CCc2ccccc2C1)NS(=O)(=O)c1ccccc1,i,9%,nt,nt,-1.3,0.51,-0.5,1.4,1.0%,-0.47,1025,-1.5,1356,nt,nt,nt,nt,nt
O=C(CCC(=O)Nc1ccccc1Cl)NNC(=O)c1ccccc1[N+](=O)[O-],i,32%,-8,3,-1.2,-0.37,-0.66,1.2,-1.1%,-0.69,1109,-0.4,1108,7.7,1.3,6.1,i,1
O=C(CN1C(=O)c2ccccc2C1=O)N1CCN(c2nnc(-c3ccccc3)c3ccccc23)CC1,i,-2%,-4,-7,-0.87,-0.24,-0.36,-0.63,8.2%,0.26,1098,-0.3,1073,1.7,1.0,3.3,i,-6
CCCCc1nc(NCCO)c(C#N)c2c1CCCC2,i,-1%,19,33,-0.64,-0.37,0.23,1.4,-1.0%,-1.4,1651,-2.7,1053,9.8,1.9,32,i,16
C=CCN(c1ccc(C(=O)NC(C)C)cc1)S(C)(=O)=O,i,-3%,-5,-6,0.22,-0.29,0.052,2,-1.0%,1,752,0.1,1116,4.1,1.6,8.1,i,13

# Quoted at random: 3 compounds from above, in no set order.
SMILES,Yfh1-off respiration,AID2073,WT yeast gro inh,WT yeast gro inh mutant strain,Dynein transport,Dynein transport cytoplasmic EGFP,Dynein transport nuclear GR-EGFP,Dynein transport cell count,HIV fusion peptide,Ins promoter up,Ins promoter up cell count,b-catenin transl,b-catenin transl cell count 5 µM,MT stabilize HCS,MT stabilize HCS Hoechst-high %,MT stabilize HCS cytotoxicity %,Autophagy HCS,Autophagy HCS cell loss 18 h
CC(=O)Nc1ccc(Oc2ccc(-c3noc(C)n3)cc2)cc1,i,-5%,-15,-2,-0.11,-0.065,-0.1,0.27,-1.5%,1.3,1252,-4.9,1187,1.3,1.6,9.1,i,2
Cc1cc(C)n(-c2ccc(C(=O)OCC(=O)c3c(N)n(C)c(=O)n(C)c3=O)cc2)n1,i,0%,1,-3,-0.9,-0.11,-0.096,0.41,-0.2%,-0.38,1120,-6.9,952,2.5,1.5,8.0,i,-7
COc1cccc(-c2cc(C(F)(F)F)nc(-n3ccc([N+](=O)[O-])n3)n2)c1,i,13%,-3,5,-0.2,-0.38,-0.57,0.24,-0.3%,-1.2,1304,-0.4,1091,2.2,2.0,7.0,i,-10

# From PubChem BioAssay
